Screening data (PubChem)
KCNH2 3.1 inh – inhibitors of human KCNH2 3.1 potassium channel isoform | U2OS KCNH2 3.1, thallium flux FluxOr; active compounds read low | activity change, % (tested at about 1.8 µM) | 0.95% of 340,000 active | AID 720553;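 active = maximum activity change below -70%; inconclusive = maximum activity change from -70% to -50%; inactive = maximum activity change above -50%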;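 note: thallium influx rate constant from kinetic fluorescence after stimulation buffer; % is set by controls: 0 for no effect and ±100 for the full control effect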
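Channel expression came from 3.1 mutant virus (1.77 x 10^8 /mL) applied to suspended U2OS cells for 4 h. Flux was tracked with FluxOr dye plus Red40 quencher, and kinetic rate constants normalized to controls.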
MBNL1-CUG inh – inhibitors of human MBNL1 binding to CUG repeat RNA; 0.036% of 280,000 active; Potency, µM (top dose mostly 57.5 µM), inactives show at the top dose activity change, negative = inhibition, usual class: inhibitors; TR-FRET MBNL1-His/biotin-(CUG)12 binding, 665/545 ratio; active = well fitted inhibition curve with a large enough effect in the signal ratio, with a control signal flat, not every such curve was filed as active; inconclusive = small, poorly fitted or top-dose-only effect, or effect the other way, or a change in a side signal; inactive = no such curve, though single readings can be large or run the other way; the % refers to the signal ratio; note: potency is the fitted concentration of half-maximal effect; % is set by controls: 0 for no effect and ±100 for the full control effect
Target sequence (Q9NR56 whole entry, looked up): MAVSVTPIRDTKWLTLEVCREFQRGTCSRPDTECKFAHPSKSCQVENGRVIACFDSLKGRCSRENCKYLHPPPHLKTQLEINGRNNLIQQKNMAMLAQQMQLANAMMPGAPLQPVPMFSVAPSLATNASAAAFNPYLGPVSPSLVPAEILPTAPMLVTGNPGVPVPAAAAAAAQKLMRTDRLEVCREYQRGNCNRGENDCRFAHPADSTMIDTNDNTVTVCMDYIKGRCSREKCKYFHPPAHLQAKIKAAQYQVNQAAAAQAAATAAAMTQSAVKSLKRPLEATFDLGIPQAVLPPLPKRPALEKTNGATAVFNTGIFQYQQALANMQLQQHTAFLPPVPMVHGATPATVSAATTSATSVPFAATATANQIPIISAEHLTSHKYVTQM
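Compounds (final 92 nM to 58 uM) are added to His-tagged MBNL1 and biotin-(CUG)12, then terbium anti-His antibody and streptavidin-XL665 (5 nM final). After 60 min at room temperature, the 665/545 nm ratio is read.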
FBPA coupling cs – inhibits coupling enzyme system, counter-screen for aldolase hits; coupling enzyme system counterscreen, AmpLite Red fluorescence; activity change, negative = inhibition, % at 58.2 µM, hits read low; 0.67% of 290,000 active; in the data active = activity change below about -30%; note: % is set by controls: 0 for no effect and ±100 for the full control effect
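Counterscreen of the coupled detection system alone, without aldolase: glyceraldehyde-3-phosphate coupling enzymes plus AmpLite Red readout. Compounds at 57.5 uM final, 10 min RT preincubation, 20 min RT reaction, fluorescence 525/598 nm.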
CXXC DNA block – inhibitors of human MLL CXXC domain-DNA interaction; AID 2662; MLL-CXXC / FITC-HOXA9 DNA fluorescence polarization; Potency, µM (titrated, usually from 115 µM), for inactives: top-dose activity change, negative = inhibition, most hits filed as inhibitors; 0.037% of 290,000 active; Q03164; active = well fitted inhibition curve with a large enough effect in the polarisation, with a control signal flat, not every such curve was filed as active; inconclusive = small, poorly fitted or top-dose-only effect, or effect the other way, or a change in a side signal; inactive = no such curve, though single readings can be large or run the other way; the % refers to the polarisation; note: potency is the fitted concentration of half-maximal effect
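Fluorescence polarization: 7 uM MLL-CXXC (stock) preincubated 5 min with compounds, then 50 nM fluorescein-HOX-A9 DNA (stock) added; 30 min ambient. Buffer 50 mM Tris-HCl pH 7.5, 50 mM NaCl, 1 mM DTT, 0.05% BSA.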
KCNH2 WT inh – inhibitors of human wildtype KCNH2 potassium channel; 0.37% of 340,000 active; activity change, % at 1.84 µM; AID 720551; U2OS, BacMam KCNH2, thallium flux FluxOr; active compounds read low;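 active = maximum activity change below -70%; inconclusive = maximum activity change between -70% and -50%; inactive = maximum activity change above -50%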; note: % is set by controls: 0 for no effect and ±100 for the full control effect
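U2OS cells transduced with wild-type KCNH2 virus are loaded with FluxOr dye for 45 min, and thallium flux is measured in kinetic reads before and after stimulation buffer. Rate constants are normalized to DMSO controls.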
GALK inhibitor – inhibitors of human galactokinase | Purified GALK, Kinase-Glo residual ATP luminescence | Potency, µM (titrated, usually from 57.5 µM), for inactives: at the top dose activity change, negative = inhibition, usual class: inhibitors | 0.007% of 270,000 active; note: potency is the fitted concentration of half-maximal effect; % is set by controls: 0 for no effect and ±100 for the full control effect
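Luminescence from leftover ATP (Ultra-Glo luciferase/luciferin) served as read-out after a 1 h room-temperature reaction of 5 nM GALK with 35 uM ATP and 100 uM galactose.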
TRPV1 ag – activates the human vanilloid receptor TRPV1 | 0.19% of 320,000 active | activation, % at 8.33 µM | TRPV1-expressing cells, Fluo-8 calcium influx, agonist mode | Q8NER1; in the data active = activation above about 80%; inconclusive = between about 30% and that limit; note: 0% is about no effect
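TRPV1-expressing cells were cultured overnight at 35.5C and loaded with Fluo-8 calcium dye for 40 to 90 min at room temperature. After a 10 s baseline, compound was added and calcium influx was read kinetically for 3 min (ex 480/em 520 nm).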
AT treatment – candidate therapy for ataxia-telangiectasia; […] A-T fibroblasts, KAP-1 phosphorylation AlphaLISA; neocarzinostatin DNA damage 30 min before lysis; Potency, µM (titrated, usually from 57.5 µM), for the others: at the highest dose activation, usual class: activators; 0.19% of 320,000 active; note: potency is the fitted concentration of half-maximal effect; % of control where 0% means no effect; nearly all actives have a fitted effect of over 45% in size
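ATM-like activity read as KAP-1 phosphorylation via AlphaLISA donor/acceptor antibody pairs after lysis and 6 hr at 25C. Cells were ATM-null patient fibroblasts ([…], hTERT), dosed 60 min, then exposed to the DSB inducer NCS for 30 min.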
a7 integrin act – activators of alpha7 integrin expression for muscular dystrophy. alpha7betagal myoblasts, beta-gal FDG fluorescence, 48 h. Potency, µM (titrated, usually from 38.3 µM), for inactives: at the highest dose activation, hits mostly activators. 0.064% of 350,000 active. AID 624291;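 note: potency is the fitted concentration of half-maximal effect; 100% = response of the positive control SU9516; nearly all actives have a fitted effect of over 60% in size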
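alpha7betagal+/- myoblasts (passage 13, 250/well) treated 48 h at 37C with compounds at 1:260 dilution of DMSO stock. Lysed, then beta-galactosidase activity read as FDG fluorescence (ex 480/em 540) after 30 min, with pre-read for autofluorescence.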
ASM inhibitor – human S-ASM enzyme inhibition | P17405 | placental ASM, HMU-PC fluorogenic substrate, 60 min | Potency, µM (highest dose often 57.5 µM), for the others: top-dose activity change, negative = inhibition, usual class: inhibitors | 0.006% of 340,000 active | AID 504937; note: potency is the fitted concentration of half-maximal effect
Target sequence (P17405 47-631 limits assumed): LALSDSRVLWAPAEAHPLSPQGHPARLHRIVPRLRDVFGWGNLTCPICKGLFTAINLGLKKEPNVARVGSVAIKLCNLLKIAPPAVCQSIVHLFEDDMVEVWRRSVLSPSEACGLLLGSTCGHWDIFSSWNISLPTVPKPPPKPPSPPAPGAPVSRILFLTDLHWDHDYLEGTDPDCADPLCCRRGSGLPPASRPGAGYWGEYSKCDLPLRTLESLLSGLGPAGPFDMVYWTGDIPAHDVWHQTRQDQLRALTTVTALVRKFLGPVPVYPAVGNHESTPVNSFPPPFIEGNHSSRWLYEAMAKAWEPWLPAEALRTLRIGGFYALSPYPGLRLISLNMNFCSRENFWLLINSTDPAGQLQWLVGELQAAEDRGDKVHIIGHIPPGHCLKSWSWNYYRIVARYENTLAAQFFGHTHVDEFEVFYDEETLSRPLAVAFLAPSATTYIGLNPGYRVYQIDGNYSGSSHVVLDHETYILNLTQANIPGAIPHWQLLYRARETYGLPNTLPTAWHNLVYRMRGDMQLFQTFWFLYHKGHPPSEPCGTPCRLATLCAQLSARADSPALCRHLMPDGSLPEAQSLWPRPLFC
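Human placenta-derived ASM enzyme was preincubated with compound for 10 minutes at room temperature, then given fluorogenic substrate HMU-PC0 (9 uM final) for 60 minutes at 37 °C; a pH 10 stop preceded fluorescence reading at Ex 386/Em 447 nm.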
* marks the source's active call; other numbers are inactive results; ? = inconclusive; . = not tested or not shown; [ ] = remark or other dose. Unless noted, calls come from the whole dose curve; as a rule, active = well fitted curve in the direction sought with a large enough effect; inconclusive = small, poorly fitted or top-dose-only effect, or another doubt; inactive = no such curve, though single readings can be large; an effect the other way counts as inactive or inconclusive.

| Molecule | KCNH2 3.1 inh | MBNL1-CUG inh | FBPA coupling cs | CXXC DNA block | KCNH2 WT inh | GALK inhibitor | TRPV1 ag | AT treatment | a7 integrin act | ASM inhibitor |
| --- | --- | --- | --- | --- | --- | --- | --- | --- | --- | --- |
| CCCOC(=O)CCCC[C@H]1SC[C@@H](NC(=O)OC)[C@H]1NC(=O)OC | -14 | -3% | -1 | 1% | 4 | -1% | -1 | 0% | -20% | 7% |
| O=C(NNC(=O)c1cccs1)c1ccc(Cl)c([N+](=O)[O-])c1 | 2 | . | 1 | 4% | 0 | 2% | 3 | -2% | -28% | 1% |
| COc1ccc(CNS(=O)(=O)NCc2ccccc2)cc1 | . | . | 3 | 2% | 5 | 10% | 0 | 2% | -2% | 3% |
| CC(=O)c1ccc(N2CCN(c3ccc(S(=O)(=O)NCCCN(C)C)cc3[N+](=O)[O-])CC2)cc1 | -3 | ? | 0 | 24% | 16 | 8% | -1 | 3% | -52%[inhibitor] | -8% |
| CC1CCCCN1CCNC(=O)c1ccc2c(=O)n(Cc3ccc(Cl)cc3)c(=S)[nH]c2c1 (stereo not given) | -16 | 6% | . | 26% | 2 | 5% | -3 | -1% | -42% | -20% |
| Cc1onc(-c2ccccc2)c1C(=O)Nc1ccc(S(=O)(=O)Nc2nccs2)cc1 | 11 | -10% | 7 | -3% | 1 | -2% | -3 | 6% | -13% | 5% |
| Cc1cc2c(=Cc3ccc(N(C)C)cc3)c3ccccc3n2[n+]1C | 0 | . | . | . | -1 | . | . | . | 0% | ? |
| Cc1ccc(C(=O)Nc2nc(=O)n(C(=O)c3ccccc3Cl)s2)cc1 | -3 | -20% | -28 | -18% | -2 | -3% | -3 | -1% | 6% | 10% |
| CCc1ccc(NC(=O)C(C)OC(=O)c2ccc(NS(=O)(=O)c3ccc(C)c([N+](=O)[O-])c3)cc2)cc1 (stereo not given) | -3 | . | 4 | -2% | -15 | -3% | 0 | 1% | 0% | -13% |
| COc1ccc(CC(=O)N(CC2CCCO2)c2nc3ccccc3s2)cc1 (stereo not given) | -3 | -3% | 1 | -3% | -5 | 0% | 4 | 2% | 7% | . |
| Cc1ccc(OCC(O)CN2C(=O)NC(C)(C)C2=O)cc1C (stereo not given) | 9 | 3% | 1 | -5% | -4 | -2% | 10 | 4% | 22% | -1% |
| COc1cccc(CNC(=O)C2CCCN(S(=O)(=O)N3CC(C)CC(C)C3)C2)c1 (stereo not given) | -27 | 2% | -2 | 4% | -10 | 0% | ? | 6% | 8% | 6% |
| O=C(NN1C(=O)C2C3c4ccccc4C(c4ccccc43)C2C1=O)c1ccc(Cl)cc1 (stereo not given) | 9 | . | 0 | 9% | 0 | 1% | 7 | 2% | 16% | 0% |
| CCNC(=S)Nc1sc2c(c1C#N)CCC(C)C2 (stereo not given) | -3 | -1% | 0 | -2% | -2 | 0% | 7 | 4% | ? | -4% |
| Cc1nc(N(CCO)C2CCCCC2)c2nnn(Cc3ccccc3)c2n1 | 19 | 4% | 0 | 0% | -2 | 2% | 19 | 7% | -1% | -5% |
| Cc1cccc(N2C(=O)c3ccccc3C2=O)n1 | -5 | 21% | 9 | 6% | 0 | . | 3 | -1% | -17% | 4% |
| COc1ccccc1/C=C/C=N/n1c(-c2cc(-c3ccccc3)n[nH]2)n[nH]c1=S | -2 | . | 0 | 9% | -10 | -7% | . | -2% | -17% | -20% |
| O=C(O)c1ccc(Cl)c(S(=O)(=O)Nc2ccc(S(=O)(=O)Nc3cccc(Cl)c3)cc2)c1 | 12 | -3% | 7 | -6% | -4 | -1% | -1 | 0% | 28% | -5% |
| Cc1ccc(C)c(N2CCN(c3cnn(-c4nc5ccccc5s4)c(=O)c3Cl)CC2)c1 | ? | -11% | 2 | 0% | -29 | 1% | 5 | 9% | 12% | 1% |
| C/C(=N/OC(=O)c1ccc(C)cc1)c1ccc(N2C(=O)C3CCCCC3C2=O)cc1 (stereo not given) | 0 | -7% | -5 | -3% | -5 | 0% | -3 | 1% | 0% | -5% |
| NC(=O)CC(NC(=O)Cc1ccc(Cl)cc1)c1ccc(NC2CCCC2)c([N+](=O)[O-])c1 (stereo not given) | -21 | -2% | 1 | -10% | 10 | -4% | 2 | -32% | 9% | -2% |
| COc1ccc(NC(=O)/C=C/c2ccc3c(c2)OCO3)cc1 | -2 | 13% | -9 | 5% | 17 | -1% | 29 | -5% | 25% | 6% |
| Nc1nc(CN2CCN(Cc3ccccc3)CC2)nc(N2CCCc3ccccc32)n1 | -1 | -1% | 0 | -1% | 3 | -1% | 1 | -3% | ? | 3% |
| CCN(Cc1ccccc1)C(=O)c1cccnc1 | -1 | -1% | -1 | -3% | 10 | 0% | -1 | 9% | -9% | -1% |
| Cc1cc(=O)oc2c(C)c(OCC(=O)NCCCN3CCOCC3)ccc12 | 15 | -8% | 0 | 9% | -17 | 0% | -2 | -5% | -13% | 10% |

(further entries)
| Molecule | KCNH2 3.1 inh | MBNL1-CUG inh | FBPA coupling cs | CXXC DNA block | KCNH2 WT inh | GALK inhibitor | TRPV1 ag | AT treatment | a7 integrin act | ASM inhibitor |
| --- | --- | --- | --- | --- | --- | --- | --- | --- | --- | --- |
| COc1ccc(S(=O)(=O)N2CCCCC2)cc1Br | . | -5% | -1 | 2% | 1 | 0% | 2 | 1% | 7% | 3% |
| CC1CCCN(CCCNC(=O)C2CCCN(c3ncnc4c3nc3n4CCCCC3)C2)C1 (stereo not given) | -4 | -1% | 0 | 24% | -4 | 3% | 0 | 14% | -7% | 1% |
| O=C1C(Cc2ccc(O)cc2)NC(=S)N1c1ccccc1 (stereo not given) | -13 | 2% | 7 | -1% | -2 | -1% | 1 | -11% | 0% | 4% |
| Fc1ccccc1OCCCCCN1CCCC1 | 3 | . | 0 | -2% | 21 | 2% | 1 | 8% | -22% | 3% |
| CCOC(=O)c1ccc(N2CCN(c3ccccc3F)CC2)c(NC(=O)Nc2ccccc2)c1 | 6 | -10% | -1 | 0% | 2 | 1% | 4 | 2% | -9% | -11% |
| Nc1cc(-c2ccc(Br)cc2)nn1S(=O)(=O)c1ccccc1 | 1 | 3% | 5 | 27% | 26 | 0% | 0 | 11% | -8% | -8% |
| CSCC[C@H](N)C(=O)N1CCC(C(=O)N[C@@H](C)C(=O)NCc2ccc(F)cc2)CC1 | 3 | 2% | 1 | -5% | 19 | . | -2 | -5% | 2% | 2% |
| COc1ccc(-c2[nH]c(-c3ccc(Cl)cc3)nc2SCC(=O)Nc2nccs2)cc1 | -8 | -15% | 0 | 18% | -9 | . | 4 | -1% | -1% | -14% |
| COCCN=c1scc(-c2cccs2)n1/N=C(\C)c1ccco1 | 24 | 6% | 1 | 10% | 2 | 1% | 0 | -3% | -20% | -4% |
| CCOc1cc(/C=C/C(=O)Nc2ccc(C(=O)NCCN(CC)CC)cc2)ccc1OCC(C)C | 20 | 11% | 1 | 95%[activator] | . | 1% | ? | -3% | -20% | 9% |
| C#CCSc1nc(-c2cccs2)ccc1C#N | -3 | 55%[activator] | 0 | 12% | -6 | 1% | 3 | 6% | 6% | 12% |
| CCNCCC(=O)N1c2ccccc2Sc2ccc(NC(=O)OCC)cc21 | -30 | ? | 2 | 5% | 24 | 0% | 2 | . | -7% | 2% |
| O=[N+]([O-])c1cc(/C=N/O)ccc1N1CCCC1 | 30 | ? | 1 | 1% | 1 | 0% | -1 | -1% | 13% | -7% |
| CCC(C)C(NC(=O)C1CCC(C)CC1)C(=O)NCc1ccccn1 (stereo not given) | -19 | 15% | -2 | -5% | 0 | 2% | 1 | . | -1% | 1% |
| O=C(O)C(Cc1ccccc1)N1C(=O)c2c(Cl)c(Cl)c(Cl)c(Cl)c2C1=O (stereo not given) | 0 | . | . | . | -4 | . | . | . | 13% | 6% |
| COc1cc(/C=C/C(=O)OCC(=O)N2CCCc3ccccc32)ccc1OCC#N | -1 | . | . | . | -5 | . | 0 | -3% | -6% | -4% |
| O=C(NCCN1CCOCC1)c1cc(S(=O)(=O)NCCCN2CCCC2=O)ccc1Cl | -2 | -12% | 3 | 4% | 10 | -2% | -1 | -4% | 27% | 0% |
| COC(=O)c1cc(NC(=O)c2ccccc2)c(=O)oc1C | 1 | 8% | 4 | -3% | -3 | -1% | 2 | -1% | 22% | 0% |
| CCC1(c2ccc(Cl)cc2)NC(=O)N(CC(=O)NCc2ccc(F)cc2)C1=O (stereo not given) | 2 | -1% | 0 | 8% | -2 | 0% | -4 | -4% | -12% | -1% |
| O=C(c1ccc(Br)o1)N1CCC(Cc2ccccc2)CC1 | 5 | -3% | 5 | -1% | -1 | -1% | ? | 16% | -8% | 1% |
| NNC(=O)CNc1ccccc1Cl | -1 | -13% | 0 | -5% | 0 | 0% | 2 | 5%[11.5 µM] | 2% | -4% |

Compounds were not picked by outcome, and some 2% of all compounds hit somewhere here.
